# NFkB binder: binders of human NF-kappa-B p105 | P19838 | hit rate 1.3% among 17,000 | calls only | Small molecule microarray, anti-His fluorescence binding;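 active = spot fluorescence over background significantly raised, with a chance value under 7% in all four replicate spots of the compound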;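 also: probe protein is his-tagged human p50 processed subunit at 1 µg/ml; raw spot fluorescence signals with no normalization applied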
# Target sequence (P19838 1-433 limits assumed): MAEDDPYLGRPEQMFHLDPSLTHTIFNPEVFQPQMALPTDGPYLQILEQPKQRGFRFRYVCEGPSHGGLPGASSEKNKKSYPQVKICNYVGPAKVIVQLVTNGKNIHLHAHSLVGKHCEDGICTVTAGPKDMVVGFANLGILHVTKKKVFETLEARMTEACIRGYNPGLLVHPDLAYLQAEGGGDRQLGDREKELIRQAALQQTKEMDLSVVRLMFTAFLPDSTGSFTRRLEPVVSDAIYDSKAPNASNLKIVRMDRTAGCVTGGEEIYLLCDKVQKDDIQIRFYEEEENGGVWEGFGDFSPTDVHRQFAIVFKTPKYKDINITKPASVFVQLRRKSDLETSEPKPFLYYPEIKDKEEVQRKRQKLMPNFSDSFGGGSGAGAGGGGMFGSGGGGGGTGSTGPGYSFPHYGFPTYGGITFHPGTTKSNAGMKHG
# Calls only; i = inactive; + = active, no number.
Cc1cc(C(=O)CSc2ncn[nH]2)c(C)n1-c1cc(F)ccc1F
  NFkB binder: i
CC1CC(=O)C2=C(C1)C(Cl)C(O)C1(O)C2C(=O)c2cccc(O)c2C1O (centres undefined)
  NFkB binder: i
CNC[C@@H]1Oc2ccc(NS(=O)(=O)c3c(C)noc3C)cc2C(=O)N([C@@H](C)CO)C[C@H]1C
  NFkB binder: i
CNc1nc(OCCNC(=O)Nc2ccccc2)nc(N2CCOCC2)n1
  NFkB binder: i
CCOC(=O)c1ccccc1NC(=O)c1ccccc1N(C)S(C)(=O)=O
  NFkB binder: i
Cc1noc(C)c1NC(=O)Nc1ccc2c(c1)C(=O)N([C@@H](C)CO)C[C@@H](C)[C@@H](CN(C)C(=O)Nc1c(C)noc1C)OCCCC[C@@H](C)O2
  NFkB binder: i
C[C@H]1CN([C@@H](C)CO)C(=O)Cc2cc(NC(=O)CCC(F)(F)F)ccc2O[C@@H]1CN(C)S(=O)(=O)c1ccccc1
  NFkB binder: i
CC1(C)NC(=O)N(CC(O)CNC23CC4CC(CC(C4)C2)C3)C1=O (centres undefined)
  NFkB binder: i
C[C@@H]1CCCCO[C@H](CN(C)S(=O)(=O)c2ccccc2)[C@H](C)CN([C@@H](C)CO)C(=O)c2cc(NC(=O)CCC(F)(F)F)ccc2O1
  NFkB binder: i
C[C@H]1CN([C@@H](C)CO)C(=O)CCCn2nncc2CO[C@@H]1CN(C)Cc1ccc(C(F)(F)F)cc1
  NFkB binder: i

COc1ccc(CN(C)C[C@@H]2Oc3c(NC(=O)c4ccc(-c5nccs5)cc4)cccc3C(=O)N([C@H](C)CO)C[C@@H]2C)cc1
  NFkB binder: i
C[C@@H]1CN([C@@H](C)CO)C(=O)CCCn2cc(nn2)CO[C@@H]1CN(C)C(=O)Cc1ccccc1
  NFkB binder: i
O=C1CSC(c2ccccc2)N1c1ccc(Cl)cc1 (centres undefined)
  NFkB binder: i
Cc1nc(SCC(=O)Nc2ccc(Cl)cc2)c2ccsc2n1
  NFkB binder: i
C[C@@H]1CN([C@H](C)CO)C(=O)c2cc(NC(=O)CCCN(C)C)ccc2O[C@H]1CN(C)C(=O)Nc1cccc2ccccc12
  NFkB binder: i
O=C(C1=C[C@@H](c2ccc(Br)cc2)C[C@@H](OCCCCO)O1)N1CCN(Cc2ccccc2)CC1
  NFkB binder: i
CC(C)NC(=O)Nc1ccc2c(c1)C(=O)N([C@@H](C)CO)C[C@H](C)[C@H](CN(C)S(=O)(=O)c1ccc(F)cc1)OCCCC[C@@H](C)O2
  NFkB binder: i
CNC[C@H]1OCCCC[C@@H](C)Oc2ccc(NC(=O)C3CCCCC3)cc2C(=O)N([C@@H](C)CO)C[C@H]1C
  NFkB binder: i
CC(C)NC(=O)Nc1ccc2c(c1)C(=O)N([C@H](C)CO)C[C@@H](C)[C@H](CN(C)Cc1ccc(C(=O)O)cc1)OCCCC[C@@H](C)O2
  NFkB binder: i
CC(C)NC(=O)N(C)C[C@@H]1OCCCC[C@H](C)Oc2ccc(N(C)C)cc2C(=O)N([C@H](C)CO)C[C@H]1C
  NFkB binder: i

CC1=CC(O)C2/C=C/CCC3OC3(C)C(O)CC(=O)C23C(=O)NC(CC(C)C)C13 (centres undefined)
  NFkB binder: i
CN(CC(N)=O)S(=O)(=O)c1ccc(F)cc1
  NFkB binder: i
CC(C)NC(=O)N(C)C[C@@H]1OCCCC[C@H](C)Oc2ccc(NC(=O)Nc3ccccc3)cc2C(=O)N([C@@H](C)CO)C[C@H]1C
  NFkB binder: i
COCCCNC(=O)C(=O)c1cn(C)c2ccccc12
  NFkB binder: i
C[C@@H]1CN([C@@H](C)CO)C(=O)c2cccc(NS(C)(=O)=O)c2O[C@H]1CN(C)S(=O)(=O)c1ccc(Cl)cc1
  NFkB binder: i
N#Cc1c(NC(=O)c2cc3nc(-c4ccco4)cc(C(F)(F)F)n3n2)sc2c1CCC2
  NFkB binder: i
O=C(COc1ccc([N+](=O)[O-])cc1)Nc1ccccc1N1CCN(C(=O)c2ccc(Cl)cc2)CC1
  NFkB binder: i
C=C(C(=O)/C=C/C(C)(C)O)C1CC2O[C@]2(C)C(=O)[C@H]1OC(=O)CC(C)C (some centres undefined)
  NFkB binder: i
C[C@H]1CCCCO[C@H](CN(C)C(=O)Nc2ccc(F)cc2)[C@@H](C)CN([C@@H](C)CO)C(=O)c2cc(NS(=O)(=O)c3ccccc3)ccc2O1
  NFkB binder: i
C[C@@H]1CN([C@@H](C)CO)C(=O)c2cc(NC(=O)C3CCCCC3)ccc2O[C@@H]1CN(C)Cc1ccc(Cl)c(Cl)c1
  NFkB binder: i

COc1ccc(-c2nnn(CC(=O)Nc3ccc(OC)cc3OC)n2)cc1
  NFkB binder: i
CC(C)c1cccc(O)c(=O)c1
  NFkB binder: i
C[C@@H]1CN([C@@H](C)CO)C(=O)c2cc(NS(C)(=O)=O)ccc2O[C@@H](C)CCCCO[C@@H]1CN(C)C
  NFkB binder: i
Cc1noc(C)c1S(=O)(=O)Nc1ccc2c(c1)CC(=O)N([C@@H](C)CO)C[C@H](C)[C@@H](CN(C)C(=O)Nc1ccccc1)O2
  NFkB binder: i
CC(=O)c1cccc(NC(=O)CSc2nc3ccc([N+](=O)[O-])cc3s2)c1
  NFkB binder: i
N#CCCN(CC1COc2ccccc2O1)C(=O)c1ccccc1 (centres undefined)
  NFkB binder: i
C[C@H]1CN([C@@H](C)CO)C(=O)c2cc(NC(=O)CCCN(C)C)ccc2O[C@H]1CN(C)C(=O)Nc1cccc2ccccc12
  NFkB binder: i
C[C@H](CO)N1C[C@H](C)[C@H](CN(C)C(=O)Nc2ccc(F)cc2)Oc2ccc(NS(=O)(=O)c3cccs3)cc2C1=O
  NFkB binder: i
C[C@@H]1CCCCO[C@H](CN(C)C(=O)C2CCCCC2)[C@H](C)CN([C@@H](C)CO)C(=O)c2cc(NS(=O)(=O)c3cccs3)ccc2O1
  NFkB binder: i
C[C@H]1CN([C@@H](C)CO)C(=O)c2cc(NC(=O)Nc3cccc4ccccc34)ccc2O[C@@H]1CN(C)C(=O)Nc1ccc2c(c1)OCO2
  NFkB binder: i

C[C@H](CO)N1C[C@H](C)[C@@H](CN(C)C(=O)CCC(F)(F)F)OCCCC[C@H](C)Oc2ccc(N(C)C)cc2C1=O
  NFkB binder: i
CCNC(=O)c1c(NC(=O)c2ccccc2[N+](=O)[O-])sc2c1CCCC2
  NFkB binder: i
Cc1cc2nc(SCC(=O)c3ccc(O)cc3)[nH]c2cc1C
  NFkB binder: i
Cc1ccc(NS(=O)(=O)c2ccc(NS(=O)(=O)c3ccc4c(c3)OCCO4)cc2)c(C)c1
  NFkB binder: i
CCCc1nnc(NC(=O)c2nc(SC)ncc2Cl)s1
  NFkB binder: i
CCCCC1C(=O)N(c2ccccc2)N(c2ccc(O)cc2)C1=O (centres undefined)
  NFkB binder: i
O=C1O[C@@H](c2ccccc2)[C@@H](c2ccccc2)N2[C@@H](c3ccc(OCCO)cc3)[C@]3(C(=O)Nc4ccccc43)[C@@H](C(=O)O)[C@H]12
  NFkB binder: i
CC(C)NC(=O)Nc1cccc2c1O[C@H](CN(C)Cc1ccc(Oc3ccccc3)cc1)[C@H](C)CN([C@H](C)CO)C2=O
  NFkB binder: i
CCO[C@H]1OC(C(=O)NCc2ccccc2)=C[C@@H](c2ccc(C(F)(F)F)cc2)[C@@H]1CCCO
  NFkB binder: i
CCOC(=O)c1c(NC(=O)CN2C(=O)c3cccc4cccc(c34)C2=O)sc2c1CCC2
  NFkB binder: i

# Next section (5 carried over from the part before).
CCCCC1C(=O)N(c2ccccc2)N(c2ccc(O)cc2)C1=O (centres undefined)
  NFkB binder: i
O=C1O[C@@H](c2ccccc2)[C@@H](c2ccccc2)N2[C@@H](c3ccc(OCCO)cc3)[C@]3(C(=O)Nc4ccccc43)[C@@H](C(=O)O)[C@H]12
  NFkB binder: i
CC(C)NC(=O)Nc1cccc2c1O[C@H](CN(C)Cc1ccc(Oc3ccccc3)cc1)[C@H](C)CN([C@H](C)CO)C2=O
  NFkB binder: i
CCO[C@H]1OC(C(=O)NCc2ccccc2)=C[C@@H](c2ccc(C(F)(F)F)cc2)[C@@H]1CCCO
  NFkB binder: i
CCOC(=O)c1c(NC(=O)CN2C(=O)c3cccc4cccc(c34)C2=O)sc2c1CCC2
  NFkB binder: i
COc1ccc(CN(C)C[C@H]2Oc3c(NC(=O)Nc4ccc(OC)cc4)cccc3C(=O)N([C@@H](C)CO)C[C@@H]2C)cc1
  NFkB binder: i
CCOC(=O)c1c(NC(=O)c2nn(CC)cc2Br)c(C#N)nn1-c1ccccc1
  NFkB binder: i
O=C(OCc1ccc2nonc2c1)c1cc(-c2ccccc2)nc2ccccc12
  NFkB binder: i
Cc1noc(C)c1NC(=O)Nc1cccc2c1O[C@@H](CN(C)S(=O)(=O)c1ccc(Cl)cc1)[C@H](C)CN([C@H](C)CO)C2=O
  NFkB binder: i
COc1ccc(S(=O)(=O)Nc2cccc3c2O[C@@H](CN(C)Cc2ccc(C(F)(F)F)cc2)[C@H](C)CN([C@H](C)CO)C3=O)cc1
  NFkB binder: i
COc1cc(/C=C/CO[C@@H]2O[C@H](CO)[C@@H](O)[C@H](O)[C@H]2O)ccc1O
  NFkB binder: i
COc1cc(SC)ccc1C(=O)N1CCC(Cc2ccccc2)CC1
  NFkB binder: i
C[C@@H]1CCCCO[C@H](CN(C)C)[C@@H](C)CN([C@H](C)CO)C(=O)c2cc(NC(=O)Nc3ccc4c(c3)OCO4)ccc2O1
  NFkB binder: i
C[C@@H]1CN([C@@H](C)CO)C(=O)Cc2cc(NC(=O)CCN3CCOCC3)ccc2O[C@H]1CN(C)Cc1ccncc1
  NFkB binder: i
COC(=O)CSc1nc(-c2cccc(C)c2)nc2c1CCCC2
  NFkB binder: i

CCOC(=O)C1CCN(C(=O)Nc2ccc3snnc3c2)CC1
  NFkB binder: i
COCCOC(=O)N1C(=O)[C@@]2(c3cc(C#Cc4ccc(OC)cc4)ccc31)[C@H](c1ccccc1OCCO)N1[C@H](c3ccccc3)[C@H](c3ccccc3)OC(=O)[C@H]1[C@@H]2C(=O)N1CCN(c2ncccn2)CC1
  NFkB binder: i
C[C@H](CO)N1C[C@H](C)[C@@H](CN(C)C(=O)Nc2ccc(C(F)(F)F)cc2)Oc2c(NC(=O)C3CC3)cccc2C1=O
  NFkB binder: i
C[C@@H]1CN([C@H](C)CO)C(=O)c2cc(NC(=O)Nc3ccccc3)ccc2O[C@@H](C)CCCCO[C@H]1CN(C)S(=O)(=O)c1ccc(F)cc1
  NFkB binder: i
CNC[C@H]1Oc2c(NS(=O)(=O)c3ccc(OC)cc3)cccc2C(=O)N([C@@H](C)CO)C[C@H]1C
  NFkB binder: i
C[C@@H]1CCCCO[C@@H](CN(C)C(=O)C2CCCCC2)[C@@H](C)CN([C@H](C)CO)C(=O)c2cc(NC(=O)Nc3ccccc3)ccc2O1
  NFkB binder: i
C[C@]1(O)CC[C@@H]2C(C(=O)O)=CO[C@@H](O[C@@H]3O[C@H](COC(=O)/C=C/c4ccc(O)c(O)c4)[C@@H](O)[C@H](O)[C@H]3O)[C@@H]21
  NFkB binder: i
C[C@@H]1CN([C@H](C)CO)C(=O)c2cccc(NC(=O)NC3CCCCC3)c2O[C@H]1CN(C)S(=O)(=O)c1ccc(Cl)cc1
  NFkB binder: i
COc1ccc(CN(C)C[C@H]2Oc3ccc(NS(=O)(=O)c4ccc(OC)cc4)cc3C(=O)N([C@H](C)CO)C[C@H]2C)cc1
  NFkB binder: i
COc1ccc(NC(=O)Nc2ccc3c(c2)C(=O)N([C@@H](C)CO)C[C@@H](C)[C@@H](CN(C)S(=O)(=O)c2c(C)noc2C)OCCCC[C@@H](C)O3)cc1
  NFkB binder: i

C[C@@]12C[C@]3(O)O[C@H](O1)C1(COC(=O)c4ccccc4)[C@H]3C[C@@]12O[C@@H]1O[C@H](COC(=O)c2ccccc2)[C@@H](O)[C@H](O)[C@H]1O
  NFkB binder: i
C[C@H](CO)N1C[C@H](C)[C@H](CN(C)C(=O)Nc2ccc(C(F)(F)F)cc2)OCCCC[C@H](C)Oc2ccc(NC(=O)Nc3ccc(F)cc3)cc2C1=O
  NFkB binder: +
CC(C)Nc1nc(SCC(=O)Nc2ccccc2)nc(N2CCOCC2)n1
  NFkB binder: i
COc1ccc([C@H]2OC[C@H]3[C@@H]2CO[C@@H]3c2ccc(O[C@@H]3O[C@H](CO)C(O)[C@H](O)[C@H]3O)c(OC)c2)cc1OC (some centres undefined)
  NFkB binder: i
CCCCC/C=C/C=C/C(O)CCCCCCCC(=O)O (centres undefined)
  NFkB binder: i
CNC[C@H]1Oc2ccc(NC(=O)NC(C)C)cc2CC(=O)N([C@H](C)CO)C[C@H]1C
  NFkB binder: i
Cc1noc(C)c1NC(=O)Nc1ccc2c(c1)C(=O)N([C@H](C)CO)C[C@H](C)[C@@H](CN(C)C(=O)Nc1c(C)noc1C)OCCCC[C@H](C)O2
  NFkB binder: i
C[C@@H]1CCCCO[C@H](CN(C)S(=O)(=O)c2ccccc2)[C@@H](C)CN([C@H](C)CO)C(=O)c2cc(N(C)C)ccc2O1
  NFkB binder: i
Cc1nnc(SCC(=O)Nc2ccc(F)c(F)c2F)s1
  NFkB binder: i
COc1ccc(S(=O)(=O)N(C)C[C@@H]2Oc3c(NC(=O)Nc4cccc5ccccc45)cccc3C(=O)N([C@@H](C)CO)C[C@H]2C)cc1
  NFkB binder: i

Cc1noc(C)c1NC(=O)Nc1ccc2c(c1)C(=O)N([C@H](C)CO)C[C@H](C)[C@@H](CN(C)Cc1ccc(C(=O)O)cc1)O2
  NFkB binder: i
C[C@@H]1CCCCO[C@@H](CN(C)C)[C@@H](C)CN([C@H](C)CO)C(=O)c2cc(NC(=O)CCC(F)(F)F)ccc2O1
  NFkB binder: i
C[C@H]1CN([C@@H](C)CO)C(=O)CCCn2cc(nn2)CO[C@H]1CN(C)C(=O)CCC(F)(F)F
  NFkB binder: i
COc1ccc(S(=O)(=O)N(C)CC(=O)NC2CC2)cc1
  NFkB binder: i
CC(C)NC(=O)Nc1ccc2c(c1)C(=O)N([C@@H](C)CO)C[C@@H](C)[C@H](CN(C)Cc1ccc(C(F)(F)F)cc1)OCCCC[C@@H](C)O2
  NFkB binder: i
CC(Sc1nc(=O)cc(N)n1-c1ccccc1)C(=O)Nc1ccc(Cl)cc1 (centres undefined)
  NFkB binder: i
CC(=O)c1ccc(NC(=O)Cn2cnc3c(sc4nc5c(cc43)COC(C)(C)C5)c2=O)cc1
  NFkB binder: i
C[C@H](CO)N1C[C@H](C)[C@@H](CN(C)C(=O)Nc2ccc(F)cc2)Oc2c(NC(=O)NC3CCCCC3)cccc2C1=O
  NFkB binder: i

# This is a subset (hit frequency here may not be typical).
